PGC1a acetyl inh = inhibitors of PGC1a acetylation signal, primary screen, cell-based, U2OS, AlphaScreen, inhibitor mode; 350,000 compounds, 0.17% hits; AlphaScreen anti-acetyl-lysine; with virally co-expressed GCN5 acetyltransferase; inhibition, % at 15.6 µM;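 active = every replicate shows inhibition of at least 40%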;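 note: 0% = neutral control wells and 100% = positive control wells; some results beyond the cut were filed as inactive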
EWS-Fli inh = EWS/Fli-driven NR0B1 reporter inhibitors, primary screen, A673 cells, NR0B1 luciferase, luminescence, MLPCN library | viability-normalised | 350,000 compounds, 0.67% hits | AID 651661, 2012 | inhibition, % at 12.6 µM;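 active = mean inhibition of at least 50% after viability correction, with every replicate also passing that limit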;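 note: firefly luciferase signal divided by Alamar Blue viability fluorescence both relative to DMSO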
PAX8 reporter = inhibitors of PAX8-driven TPO luciferase reporter, primary screen, RMG-I cells, single concentration | SteadyGlo, 24 h | inhibition, % at 12.6 µM | 360,000 compounds, 1.2% hits | AID 652154, 2013;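 active = mean replicate inhibition at least 60% with every replicate also reaching 60%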;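 note: luciferase light reporting Pax8 driven TPO promoter activity; plate controls were median of neutral control wells for no effect and mitoxantrone controls for full effect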
CASP6 VEID inh = human caspase-6 inhibitors, primary screen, biochemical, VEID-R110 fluorescence, single point, set 2; 350,000 compounds, 0.53% hits; inhibition, % at 12.5 µM; purified caspase-6, Z-VEID-R110 cleavage fluorescence;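 active = mean inhibition across replicates at least about 35%, with every replicate also reaching that limit, limit read from the data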;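 note: 0% = median of neutral control wells and 100% = no fluorescence left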
Target sequence (P55212 24-179 limits assumed): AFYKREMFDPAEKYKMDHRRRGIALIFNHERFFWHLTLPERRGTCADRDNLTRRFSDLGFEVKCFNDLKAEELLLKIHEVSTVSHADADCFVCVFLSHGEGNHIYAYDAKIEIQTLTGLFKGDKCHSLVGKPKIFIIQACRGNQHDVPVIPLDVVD
Target sequence (P55212 194-293 limits assumed): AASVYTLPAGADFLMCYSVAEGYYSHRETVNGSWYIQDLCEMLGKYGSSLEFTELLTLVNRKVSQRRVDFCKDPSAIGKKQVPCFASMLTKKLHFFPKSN
LGR2 inh = inhibitors of bursicon-induced LGR2 CRE-luciferase signal, primary screen, cell-based, HEK293, CRE-luciferase reporter, bursicon stimulation. inhibition, % at 9.99 µM. 380,000 compounds, 0.35% hits. bursicon-stimulated, 4 h;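 active = drop in luminescence signal, shown as inhibition above about 50% in the replicate tests, limit read from the data, passing the limit was not always enough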;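 note: agonist challenge used bursicon conditioned medium at about half maximal strength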
FN deposit inh = inhibitors of fibronectin matrix deposition, primary screen, AH1F cells, Alexa488-fibronectin fluorescence, plate reader; AH1F fibroblasts, overnight; inhibition, % at 12.6 µM; 350,000 compounds, 0.086% hits; AID 743247, 2014;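 active = mean inhibition across replicates of 30% or more, regardless of how many single replicates reach that level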;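 note: positive control wells lacked labelled fibronectin entirely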
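Measured by – fluorescence 485/525 nm · System – AH1F fibroblast monolayer, labelled fibronectin deposition · Amount – 10000 cells per well · Buffer or medium – serum-reduced DMEM (2% serum) · Doses – single dose, pinned · Also added – fluorescent fibronectin at 24 nM final · Schedule – 1 h cell attachment, overnight exposure to compound and label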
Cneo AK release = Cryptococcus neoformans cell lysis inducers, primary screen, AK release luminescence, single concentration. lysis activity, % at 15 µM. C. neoformans lysis, adenylate kinase release luminescence, 4 h; normalised: neutral wells 0, clomiphene wells 100. 360,000 compounds, 0.2% hits;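 active = mean lysis activity across replicates of at least 80%, whatever share of replicates individually reach that level; inactive = mean lysis activity below 80%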
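Material – log-phase Cryptococcus neoformans yeast cells · Input – 5 × 10^6 yeast cells/mL · Medium – fresh YPD growth medium · Doses – single compound concentration per well · Timing – static 4 h at 37 °C with compound, 1 h detection · Detection – adenylate kinase release luminescence · Read-out – signal increase indicating cell lysis · Control set – Clomiphene as positive lysis control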
miR122 inh = miR-122 Renilla sensor signal increase in Huh7, primary screen, miR-122 inhibitor project, cell-based, single point, plate reader; Huh7 miR-122 Renilla luciferase sensor, 48 h; neutral wells = 0, positive control = 100; activation (reporter increase), % at 12.5 µM; 340,000 compounds, 0.3% hits;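 active = mean replicate activation score at least 90 and every replicate individually at or above 90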;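 note: higher luciferase means less miR-122 activity so hits act as miR-122 inhibitors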
Starred values were filed as active, the others as inactive; . = not tested or not shown; & = joins results of further samples; [ ] = remark or other dose.

SMILES	PGC1a acetyl inh	EWS-Fli inh	PAX8 reporter	CASP6 VEID inh	LGR2 inh	FN deposit inh	Cneo AK release	miR122 inh
O=C(CN1CCOCC1)NCC[C@H]1CC[C@H](NC(=O)Nc2ccccc2)[C@@H](CO)O1	-2	-3	7	2	11	-6	0	.
O=C(Nc1nc(-c2ccc(Cl)s2)cs1)c1ccncc1	4	-2	.	-1	-1	.	0	-7
O=C(CCNc1ccc(F)cc1)c1cccc([N+](=O)[O-])c1	-5	.	.	.	-12	.	-2	2
C[C@@H]1CN([C@@H](C)CO)C(=O)c2cc(NS(C)(=O)=O)ccc2O[C@@H](C)CCCCO[C@H]1CN(C)C(=O)CCCN(C)C	14	-3	-22	0	13	.	-1	-3[16.7 µM]
N#C[C@H]1[C@@H](c2ccc(C3=CCCC3)cc2)[C@H](CO)N1C(=O)NC1CCCC1	-7	0	6	1	15	7	49	.
CCOC(=O)C1CCN(C(=O)CSc2cc(=O)n(C)c3ccccc23)CC1	-13	.	.	.	.	-2	0	-4
Cc1c(CCC(=O)N2CCC(C(=O)NCCCCCC(=O)O)CC2)c(=O)oc2cc3oc4c(c3cc12)CCCC4	5	.	-8	1	3	-3	4	5
C[C@@H]1CN([C@@H](C)CO)C(=O)c2cc(C#CCN(C)C)cnc2O[C@@H]1CN(C)C(=O)Cc1ccncc1	1	-10	-6	2	3	.	-1	-7[16.7 µM]
N#C/C(=C\c1ccc(Cl)c([N+](=O)[O-])c1)c1ccccn1	.	17	40	0	-53	9	.	.
C[C@H](CO)N1C[C@H](C)[C@@H](CN(C)C(=O)NC2CCCCC2)Oc2ccc(NC(=O)Cn3cnnn3)cc2C1=O	11&4	-4&-8	2	0&-7	17&-39	2&-3	0&-1	-3[16.7 µM]
O=C(NCc1ccccc1)[C@H]1CCCN1C(=O)[C@@H]1CCCN1C(=O)c1ccc(Cl)cc1Cl	.	-3	-6	-2	3	-8	.	.
CNC(=O)C[C@@H]1CC[C@@H]2[C@@H](COc3ccc(NS(=O)(=O)c4ccc(F)cc4)cc3C(=O)N2C)O1	10	-5	-26	.	5	-1	-1	-27[16.7 µM]
O=C(c1ccccn1)N1C[C@H]2[C@@H](c3ccccc31)[C@@H](CO)N2C(=O)c1ccccn1	2	4	-4	-3	-8	.	1	-4[16.7 µM]
O=C(NCCSCc1ccco1)Nc1cc(Cl)cc(Cl)c1	-7	-7	-13	1	-8	-10	-5	.
CCCCc1nnc(NC(=O)CSc2nc(=O)cc(N)n2-c2ccccc2)s1	3	.	.	.	0	0	-2	-4
Cc1ccc2nc(SC(C)C(=O)NC3CCCC3)[nH]c2c1 (centres undefined)	8	2	22	-1	4	-5	9	4
O=C(C[C@@H]1C=C[C@@H](NC(=O)C2CC2)[C@@H](CO)O1)NCc1ccncc1	5	-5	-2	-1	4	19	-4	.
CCCCC(CC)CNC(=O)c1ncn[nH]1 (centres undefined)	-3	1	-14	1	19	-5	1	0
COc1cccc(C#Cc2cnc3c(c2)C(=O)N([C@@H](C)CO)C[C@H](C)[C@H](CN(C)C)O3)c1	-30	-8	8	-1	23	1	-3	-9[16.7 µM]
CC(=O)c1ccc(NS(=O)(=O)c2ccccc2)cc1	1	.	-24	.	.	.	2	14
CCOC(=O)C1=C(c2ccccc2)c2ccccc2OC1C(=O)OCC (centres undefined)	-9	-14	1	0	2	.	-1	-8
CN(C)c1ccc(C2CNC(c3ccc(Cl)c([N+](=O)[O-])c3)c3[nH]c4ccccc4c32)cc1 (centres undefined)	-4	5	-8	-1	-1	11	-3	4
COc1cc(N2C(=O)CC3(CCCC3)CC2=O)cc(OC)c1OC	.	-10	8	1	3	10	0	-4
CC(C)NC(=O)N(C)C[C@H]1OCCCC[C@@H](C)Oc2ccc(NC(=O)c3ccncc3)cc2C(=O)N([C@H](C)CO)C[C@H]1C	4	-7	-8	-10	1	0	50	8[16.7 µM]
Cc1cc(C)nc(NS(=O)(=O)c2ccc(NC(=S)NC(=O)C(C)(C)C)cc2)n1	14	.	.	.	-2	-5	-1	-26
CNC[C@H]1Oc2c(NS(=O)(=O)c3ccccc3)cccc2C(=O)N([C@@H](C)CO)C[C@@H]1C	-2	-7	3	1	8	-1	-1	0[16.7 µM]
Cc1noc(C)c1S(=O)(=O)Nc1ccc2c(c1)C(=O)N([C@@H](C)CO)C[C@H](C)[C@@H](CN(C)C(=O)Nc1ccc(C(F)(F)F)cc1)O2	-3	-5	.	-3	-9	.	2	7[16.7 µM]
C[C@@H](O)C#Cc1ccc([C@@H]2[C@@H](CO)N3CCCCN(CC4CC4)C[C@H]23)cc1	-8	-9	-19	3	-1	.	-1	5[16.7 µM]
O=C1C=C(c2cccc3c2sc2ccccc23)C[C@@H](c2ccc(F)cc2)C1	7	0	-9	3	-10	6	1	-1
COc1ccc(CCNC(=O)COC(=O)C2CC2)cc1	15	-9	10	-3	-14	-1	.	.
CC1CCN(c2nc3nonc3nc2Nc2ccc(F)cc2)CC1	2	15	10	1	16	5	6	4
CCN(CC)CCCN1C(=O)C(=O)/C(=C(/O)c2c(C)nc3ccccn23)C1c1ccc(C)o1 (centres undefined)	2	6	10	0	-9	5	.	.
CCN(CC)C(=O)CSc1nc2ncccc2[nH]1	.	-11	.	4	10	.	-1	9
COc1ccc(NC(=O)c2ccc(S(=O)(=O)N3CCCCC3)cc2)cc1OC	-9	-1	3	-3	6	1	1	-8
O=C(CN(Cc1ccc(F)cc1)C(=O)C1CSC(=O)C1)NC1CCCCC1 (centres undefined)	-5	.	.	.	.	0	0	-1
Fc1ccc(CNC(=S)Nc2ccc(OC(F)F)cc2)cc1	.	6	-25	-2	-6	10	.	.
CCOc1ncccc1C(=O)Nc1nc(C(C)(C)C)cs1	.	-9	-11	-1	-45	4	1	7
C[C@H](CO)N1C[C@H](C)[C@H](CN(C)S(=O)(=O)c2ccc(C#N)cc2)OCc2ccccc2-c2ccccc2C1=O	-1	0	.	-2	14	-13	-1	.
CCN(CC)C(=O)c1[nH]cnc1C(=O)Nc1ccc(C)cc1	.	-3	-15	-4	-17	-4	-1	6
CN(C)C(=O)c1ccc(-c2ccc3c(c2)[C@@H]2[C@@H](CCN2C(=O)C2CCCC2)[C@@H](CO)N3C)cc1	2	-1	2	-3	-5	-4	.	.
O=C(COc1ccc2oc3c(c2c1)CCCC3)Nc1ccccn1	12	.	-241	.	.	5	-3	-4
O=C(CCCC(=O)c1ccccc1)Nc1ccc(O)cc1	0	-3	19	4	-1	0	0	.
COC(=O)Nc1ccc2c(c1)N(C(=O)CCN1CCOCC1)c1ccccc1S2	1	.	.	.	.	-2	10	3
CCOC(=O)/C=C/C(=O)NNC(=O)c1ccccc1Cl	.	0	13	2	2	3	.	.
Cn1c(N)c(C(=O)COC(=O)COc2cccc(Br)c2)c(=O)n(C)c1=O	.	2	15	1	10	4	3	.
Cc1c(C(=O)Nc2nccs2)oc2ccccc12	-3	-59	-165	0	-3	-1	-1	-1
N/C(=N\OC(=O)c1ccncc1)c1cccc([N+](=O)[O-])c1	-7	-77	-32	0	-55	-4	0	-4
C[C@H](CO)N1C[C@H](C)[C@H](CN(C)Cc2ccc3c(c2)OCO3)Oc2ncc(Br)cc2C1=O	3&4	-1&-8	.	2&1	.	.	-5&-1	3&3[16.7 µM]
CCc1cccc(NC(=O)CCc2nc(-c3cccs3)no2)c1	1	-4	-30	1	5	3	0	4
COC(=O)[C@]12CCCCC=C1N(Cc1ccccc1)C(=O)[C@H](CC(=O)NCc1cccs1)C2	.	4	1	1	18	19	.	.
O=c1[nH]c(=S)n(C2CCCCC2)c(O)c1C=NCCN1CCOCC1	2	24	6	1	-4	-10	3	3
CCOC(=O)C(=O)Nc1ccc(S(=O)(=O)N2CCOCC2)cc1OC	-5	.	.	.	.	4	4	-4
C[C@@H]1CN([C@H](C)CO)C(=O)CCCn2cc(nn2)CO[C@H]1CN(C)Cc1cccc(O)c1	-2	-2	.	-2	5	2	-7	79[16.7 µM]
CCOC(=O)C1CCN(c2c(NC3CCCc4ccccc43)c(=O)c2=O)CC1 (centres undefined)	2	3	20	0	-1	-11	2	2
Cc1ccc(OCC(=O)N2CCOCC2)c([N+](=O)[O-])n1	2	4	10	0	-4	0	0	5
CC(=O)c1c(N2CCN(C(=O)C3CCCO3)CC2)nc(=S)n(-c2ccccc2)c1C (centres undefined)	11	5	.	-12	6	.	9	.
CC(C)Sc1nc2c(c(=O)[nH]c(=O)n2C)n1Cc1ccccc1	-1	11	2	-4	3	6	0	0
O=C(O)Cn1cc(C(=O)C2CC2)c2ccccc21	2	.	.	.	17	-2	-2	0
CCN1CCN(CC(=O)N2CCCC(C(=O)c3ccc(Oc4ccccc4)cc3)C2)CC1 (centres undefined)	.	-4	7	3	27	24	2	4
N#CC1(c2cccc(Br)c2)C(=O)Nc2ccccc21 (centres undefined)	9	12	12	-3	8	8	-2	2
Next compounds:
SMILES	PGC1a acetyl inh	EWS-Fli inh	PAX8 reporter	CASP6 VEID inh	LGR2 inh	FN deposit inh	Cneo AK release	miR122 inh
COc1ccc(NC(=O)c2ccccc2OCc2ccc(F)cc2)c(OC)c1	-12	-14	-19	2	-30	-1	-1	1
CCOC(=O)c1c(NC(=S)NNS(=O)(=O)c2ccc(Br)cc2)sc2c1CCCCC2	.	-1	-1	6	0	-3	2	6
CNc1nc(SC)nc2ccccc12	0	-8	-2	-2	3	4	.	.
N#CCCC12CCCCC1=Nc1ccccc12 (centres undefined)	11	.	23	.	.	1	-4	-5
Cc1c(C(=O)OCC(=O)Nc2ccc3c(c2)OCO3)cccc1[N+](=O)[O-]	.	.	10	.	-42	-5	-3	-4
O=C(C1CCCC1)N1CC(=O)N2[C@H](C1)[C@@H](c1ccc(C#CCc3ccccc3)cc1)[C@@H]2CO	-14	-2	.	1	19	-15	.	.
COc1ccc(NC(=O)CSCC(=O)N(C)CC(=O)Nc2ccc(Cl)c(C(F)(F)F)c2)cc1	16	2	5	2	-3	1	-1	-3
O=C(Nc1nc(=O)[nH]s1)c1ccccc1	1	1	12	2	-8	0	.	.

Some of the entries so far, bar-delimited.
molecule | PGC1a acetyl inh | EWS-Fli inh | PAX8 reporter | CASP6 VEID inh | LGR2 inh | FN deposit inh | Cneo AK release | miR122 inh
COc1ccc(NC(=O)c2ccccc2OCc2ccc(F)cc2)c(OC)c1 | -12 | -14 | -19 | 2 | -30 | -1 | -1 | 1
O=C(Nc1nc(=O)[nH]s1)c1ccccc1 | 1 | 1 | 12 | 2 | -8 | 0 | . | .

Full records from above. Screens in order: PGC1a acetyl inh	EWS-Fli inh	PAX8 reporter	CASP6 VEID inh	LGR2 inh	FN deposit inh	Cneo AK release	miR122 inh
N#CCCC12CCCCC1=Nc1ccccc12 (centres undefined) across the screens: 11	.	23	.	.	1	-4	-5
COc1ccc(NC(=O)c2ccccc2OCc2ccc(F)cc2)c(OC)c1 across the screens: -12	-14	-19	2	-30	-1	-1	1
Cc1c(C(=O)OCC(=O)Nc2ccc3c(c2)OCO3)cccc1[N+](=O)[O-] across the screens: .	.	10	.	-42	-5	-3	-4
CCOC(=O)c1c(NC(=S)NNS(=O)(=O)c2ccc(Br)cc2)sc2c1CCCCC2 across the screens: .	-1	-1	6	0	-3	2	6
CNc1nc(SC)nc2ccccc12 across the screens: 0	-8	-2	-2	3	4	.	.

From PubChem BioAssay
